Compound activity deposited in PubChem BioAssay by several laboratories.
CDK5 p35 inh = inhibitors of human CDK5/p35 kinase | AID 488839 | Recombinant CDK5/p35, ADP-Glo luminescence, 60 min | inhibition, % at 10 µM | Q00535+Q15078 | actives 0.01% (n = 330,000);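 active means highest replicate inhibition of at least 50% and at least 75% of replicates reaching 50%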;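 further: plate controls were DMSO neutral control for no effect and GW8510 at 10 µM for full effect; many of its hits are not listed in these tables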
Target sequence (Q00535 whole entry, looked up): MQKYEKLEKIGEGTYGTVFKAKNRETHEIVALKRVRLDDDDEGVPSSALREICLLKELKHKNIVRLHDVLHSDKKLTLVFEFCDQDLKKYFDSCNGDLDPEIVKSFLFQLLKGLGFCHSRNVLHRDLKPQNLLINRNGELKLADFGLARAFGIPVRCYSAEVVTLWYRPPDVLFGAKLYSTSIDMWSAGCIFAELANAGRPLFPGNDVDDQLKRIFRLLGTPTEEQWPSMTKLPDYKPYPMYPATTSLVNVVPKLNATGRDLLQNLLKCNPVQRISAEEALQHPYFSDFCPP
Target sequence (Q15078 whole entry, looked up): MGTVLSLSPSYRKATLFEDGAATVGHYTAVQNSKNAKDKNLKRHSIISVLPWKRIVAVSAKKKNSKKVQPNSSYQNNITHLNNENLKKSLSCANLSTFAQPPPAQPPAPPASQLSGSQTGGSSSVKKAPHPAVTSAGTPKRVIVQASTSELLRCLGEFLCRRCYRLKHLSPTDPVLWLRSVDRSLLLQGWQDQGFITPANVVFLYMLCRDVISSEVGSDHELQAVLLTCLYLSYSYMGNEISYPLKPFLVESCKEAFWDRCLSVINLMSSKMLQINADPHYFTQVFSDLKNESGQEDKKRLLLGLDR
PKA-R2B activ = activators of human PKA-R2B complex. AID 504700. P22694+P31323. PKA-R2B holoenzyme dissociation, Cy5-IP20 fluorescence polarization; R2B truncated from residue 108, S112A mutant; 0% DMSO only, 100% 113 µM cGMP. actives 0.079% (n = 340,000). activation, % at 11.4 µM;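 active means activation above a cutoff set at the mean over all compounds plus 3 SD, cut at about 18% in these data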;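 further: higher means more holoenzyme dissociation and a rise in polarization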
SUMO Mot1 rescue = blocks SUMOylation pathway, rescuing yeast Mot1-301 growth | growth rescue, % at 18.8 µM | actives 1% (n = 320,000) | S. cerevisiae Mot1-301 growth rescue, ATP luminescence, 38.5C; percent above DMSO median, 100 means doubled;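 active means every valid replicate shows activation above 250% relative to neutral control wells; inactive means the rest, any valid replicate at or below 250%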;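 further: OY570 slx delta 5 strain wells were the positive control but not used for scaling; some compounds called inactive have numbers as strong as hits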
MITF act = activators of MITF-driven TRPM1 promoter activity in SK-MEL-5 cells. SK-MEL-5 TRPM1-promoter luciferase, 24 h; % of positive control, neutral wells = 0. activation, % at 12.5 µM. actives 0.75% (n = 300,000);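 active means mean activation of at least 80% with every replicate also reaching 80%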;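 further: 0% = neutral control wells and 100% = parthenolide positive control wells; values of inactives mirror those of a sister screen read the other way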
Pemphigus Ab inh = human desmoglein-3 autoantibody binding inhibition. P32926. binding (percent of control), % at 10 µM. AID 588358. DSG3-coupled beads, scFv-anti-DSG3-GFP binding, flow cytometry; hits give low values. actives 0.48% (n = 310,000);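 active means binding more than 3 SD below its plate's average and above zero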;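 further: hits lower antibody fragment binding to DSG3; some compounds called inactive have numbers as strong as hits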
NSD2 HMT inh = NSD2 (human) methyltransferase inhibition. actives 0.54% (n = 310,000). O96028. NSD2 peptide methylation, AlphaScreen, 120 min. AID 743445. inhibition, % at 12.5 µM; in the data active means inhibition above about 50%
dFosB act = mouse delta FosB homodimer activation; purified delta FosB, TAMRA-CDK5 oligo fluorescence polarization; percent of positive-control signal above neutral wells; actives 0.99% (n = 340,000); activation, % at 25 µM;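 active means mean activation above about 17%, with every replicate also reaching it, limit read from the data, passing the limit was not always enough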;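 further: fluorescence polarization rise as delta FosB binds a TAMRA Cdk5 AP-1 oligo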
Target sequence (P13346 whole entry, looked up): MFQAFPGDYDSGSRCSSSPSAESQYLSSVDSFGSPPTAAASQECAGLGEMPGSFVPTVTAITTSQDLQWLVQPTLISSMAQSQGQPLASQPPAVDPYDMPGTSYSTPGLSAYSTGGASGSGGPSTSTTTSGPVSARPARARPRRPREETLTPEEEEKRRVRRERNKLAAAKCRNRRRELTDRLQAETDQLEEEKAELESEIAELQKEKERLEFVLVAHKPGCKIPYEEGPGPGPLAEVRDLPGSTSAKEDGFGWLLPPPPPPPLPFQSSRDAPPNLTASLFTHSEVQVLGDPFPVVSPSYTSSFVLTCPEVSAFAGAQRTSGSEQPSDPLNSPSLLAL
PKA-R1A act = PKA-R1A complex activation | AID 504707 | PKA-R1A dissociation, Cy5-IP20 fluorescence polarization; scaled: DMSO 0%, 113 µM cGMP 100% | P00514+P68181 | actives 0.083% (n = 340,000) | activation, % at 11.4 µM;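 active means percent activation above the mean of all tested compounds plus 3 SD, cut at about 19% in these data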;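 further: higher means more PKAc released from R1A so a rise in polarization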
Arrestin-AP2 inh = inhibitors of human beta-arrestin and AP2 interaction. inhibition, % at 10 µM. FITC-arrestin peptide / GST-AP2 beads, flow cytometry; AP2 beta2 appendage carries R879A mutation. actives 0.31% (n = 340,000);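 active means inhibition above a set limit, near 3 SD of compounds lacking own fluorescence, cut at about 54% in these data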;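 further: plate controls were DMSO wells for no effect and 5 µM unlabelled arrestin peptide for full effect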
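System: GST-AP2 R879A glutathione beads; medium: PBS, Tween 20 0.05%, BSA 0.1%; reagent: fluorescein-tagged arrestin peptide at 50 nM final; schedule: pre-incubation 12 min, peptide binding 1 h, room temperature; detection: flow cytometry, FL1 (488/535 nm); read-out: inhibition as reduced fluorescein signal on beads, percent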
SR-BI HDL uptake = inhibitors of mouse SR-BI mediated HDL lipid uptake; ldlA[mSR-BI] CHO cells, DiI-HDL uptake fluorescence, 3 h; inhibition, % at 12.5 µM; actives 0.96% (n = 320,000); AID 488896;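 active means mean replicate inhibition of at least 70% and a set share of replicates each scoring 70 or more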;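 further: 0% = median of neutral control wells and 100% = median of positive control wells; values of inactives mirror those of a sister screen read the other way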
SR-BI uptake up = SR-BI HDL lipid transfer activation; CHO ldlA[mSR-BI] cells, DiI-HDL uptake fluorescence, 3 h; 100 = double the neutral-control signal; activation, % at 12.5 µM; actives 0.096% (n = 320,000); AID 504775;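 active means mean replicate activation of at least 60% and every replicate at or above 60%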;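 further: 0% = median plate neutral-control signal and 100% = twice that signal; values of inactives mirror those of a sister screen read the other way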
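Material: SR-BI-overexpressing, LDLR-lacking CHO cells | Dosing: Single compound concentration, delivered by pin transfer | Probe or stimulus: Labelled HDL, 10 µg/mL | Signal: Bottom-read cell fluorescence after medium removal, ex 550/em 595 nm | Schedule: 3 h, 37 °C | Evaluation: HDL uptake via cellular fluorescence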
The depositor's hits bear a star; / = no result given.

SMILES	CDK5 p35 inh	PKA-R2B activ	SUMO Mot1 rescue	MITF act	Pemphigus Ab inh	NSD2 HMT inh	dFosB act	PKA-R1A act	Arrestin-AP2 inh	SR-BI HDL uptake	SR-BI uptake up
O=C(CCN1CCN(c2ccccc2)CC1)NNC(=O)Cc1ccccc1Cl	-2.6	9	/	/	103	0	3	2	-8	-6	6
O=C(Nc1ccccc1)c1ccc2ccccc2n1	0.4	1	-10	20	101	0	-14	-2	4	8	-8
CC1CN(CC(O)COc2ccc(C#N)cc2)CCN1CC(O)COc1ccc(C#N)cc1 (configuration not stated)	0.8	4	-6	/	106	0	-4	-9	-3	/	/
O=C(NCCN1CCOCC1)c1cc(-c2ccc(Cl)cc2Cl)on1	-0.9	-4	310	69	/	5	-15	-6	2	/	/
COc1ccc(-c2ccc(SCC(=O)NC3CCCCC3)nn2)cc1	0.7	-9	53	35	107	-3	-7	-2	-3	-1	1
COc1cc(OC)cc(-c2nn[nH]n2)c1	0.4	-1	7	7	81	9	7	-12	1	-46	46
CC1CC(=O)Nc2ccccc2N1C(=O)CN1C(=O)C(=O)N(C)C1=O (configuration not stated)	0.8	0	11	-3	114	4	0	-13	6	-18	18
CSc1ccc(S(=O)(=O)N2CCC(C(=O)N3CCc4ccccc4C3)CC2)cc1	1.6	3	-19	0	106	-2	-14	11	-9	-21	21
O=C(CCS(=O)(=O)c1ccc(F)cc1)Nc1nnc(-c2ccco2)o1	0.7	-1	-13	-9	102	4	8	-5	-6	-11	11
Cc1onc(-c2ccccc2Cl)c1C(=O)N1CCN(C(=O)c2ccco2)CC1	-0.3	2	171	-1	94	-2	1	-2	9	9	-9
NC(=O)Nc1ccc(C(=O)OCC(=O)Nc2cccc(S(=O)(=O)NC3=NCCC3)c2)cc1	-1.2	-10	-14	4	105	-1	-9	3	-3	76*	-76
CCOC(=O)N/N=C(/C)c1ccc(N2C(=O)C3CCCCC3C2=O)cc1 (configuration not stated)	-0.9	-12	-19	-4	100	-2	1	1	-13	-9	9
O=C(NCc1ccc(Cl)cc1)Nc1ccc(F)cc1	-1.0	-3	4	5	103	-1	10	-9	-16	-11	11
O=C(CSc1nc2cc([N+](=O)[O-])ccc2n1-c1ccccc1)NCc1ccc2c(c1)OCO2	-0.3	-3	-15	18	/	1	-5	-3	2	6	-6
C/C(=N\Nc1ccc(C(=O)O)cc1)c1ccc(S(=O)(=O)NCc2ccco2)cc1	-0.7	-3	48	13	101	8	-4	-8	-8	-10	10
COc1ccc(CN(C(=O)CNC(=O)c2ccco2)C(C(=O)NCC2CCCO2)c2ccccc2)cc1 (configuration not stated)	-0.9	-16	184	/	119	-10	-10	-4	-2	/	/
O=C(NC1CCCCC1)c1cc(-c2ccccn2)nc2ccccc12	-0.5	1	232	-7	95	2	-9	5	52	12	-12
O=C(CSc1nnc(COc2ccccc2)o1)N1CCCC1	0.1	-9	-21	-4	99	-1	-5	3	22	-14	14
CCOCCCNC(=O)C(NC(=O)c1ccccc1O)c1ccccc1 (configuration not stated)	0.6	-5	-3	-3	112	-1	1	-6	-1	-11	11
CC(Oc1ccc(F)cc1)C(=O)Nc1sc2c(c1C(=O)NCc1cccnc1)CCCC2 (configuration not stated)	-1.3	-16	-1	/	106	-2	-3	4	4	30	-30
CCCn1c(N2CCN(C(=O)N3CCCCC3)CC2)nc2ccccc21	1.5	-4	-23	1	100	-3	-11	-9	7	44	-44
COC(=O)c1c(C)[nH]c(C(=O)/C=C/c2ccccc2Cl)c1C	-0.7	-3	9	63	89	0	2	-5	3	/	/
N#CC1=C(N)Oc2cc(N)ccc2C1c1ccc(Cl)cc1 (configuration not stated)	-1.0	4	-16	/	93	-3	-4	-10	-14	22	-22
CCCCCCN=CC1=C(O)C(C(=O)OC)C(C)(C)CC1=O (configuration not stated)	-0.2	2	-10	-6	98	-1	-2	-2	2	-37	37
O=C(c1ccc(F)cc1)C(CN1CCOCC1)c1ccccc1 (configuration not stated)	0.2	8	372*	-90	103	/	3	-4	33	-26	26
Cc1ccc(S(=O)(=O)N(C)CC(=O)Nc2nnc(CC(C)C)s2)cc1	0.1	-10	5	-2	105	-1	-12	-6	46	-38	/
FC(F)(F)C(Oc1nc(Nc2ccc(Cl)cc2)nc(N2CCOCC2)n1)C(F)(F)F	-0.8	3	16	27	104	0	-4	-7	11	2	-2
Cc1cc(C(=O)OC2CCOC2=O)c2ccccc2n1 (configuration not stated)	8.9	3	9	-5	101	/	-5	-8	8	-9	9
Cn1c(N)c(C(=O)/C=C/c2ccccc2)c(=O)[nH]c1=O	-1.8	6	14	32	95	18	-9	3	3	-14	14
C=CC[C@@H](CC(=O)N[C@H](CO)Cc1ccccc1)C(=O)N[C@H](COC(=O)[C@H](CC=C)CC(=O)OC(C)(C)C)Cc1c[nH]c2ccccc12	0.5	-4	/	/	102	/	-1	-9	3	16	-16

Ten entries from above, reformatted.
Compound | CDK5 p35 inh | PKA-R2B activ | SUMO Mot1 rescue | MITF act | Pemphigus Ab inh | NSD2 HMT inh | dFosB act | PKA-R1A act | Arrestin-AP2 inh | SR-BI HDL uptake | SR-BI uptake up
O=C(NC1CCCCC1)c1cc(-c2ccccn2)nc2ccccc12 | -0.5 | 1 | 232 | -7 | 95 | 2 | -9 | 5 | 52 | 12 | -12
O=C(CSc1nnc(COc2ccccc2)o1)N1CCCC1 | 0.1 | -9 | -21 | -4 | 99 | -1 | -5 | 3 | 22 | -14 | 14
CCOCCCNC(=O)C(NC(=O)c1ccccc1O)c1ccccc1 (configuration not stated) | 0.6 | -5 | -3 | -3 | 112 | -1 | 1 | -6 | -1 | -11 | 11
CC(Oc1ccc(F)cc1)C(=O)Nc1sc2c(c1C(=O)NCc1cccnc1)CCCC2 (configuration not stated) | -1.3 | -16 | -1 | / | 106 | -2 | -3 | 4 | 4 | 30 | -30
CCCn1c(N2CCN(C(=O)N3CCCCC3)CC2)nc2ccccc21 | 1.5 | -4 | -23 | 1 | 100 | -3 | -11 | -9 | 7 | 44 | -44
COC(=O)c1c(C)[nH]c(C(=O)/C=C/c2ccccc2Cl)c1C | -0.7 | -3 | 9 | 63 | 89 | 0 | 2 | -5 | 3 | / | /
N#CC1=C(N)Oc2cc(N)ccc2C1c1ccc(Cl)cc1 (configuration not stated) | -1.0 | 4 | -16 | / | 93 | -3 | -4 | -10 | -14 | 22 | -22
CCCCCCN=CC1=C(O)C(C(=O)OC)C(C)(C)CC1=O (configuration not stated) | -0.2 | 2 | -10 | -6 | 98 | -1 | -2 | -2 | 2 | -37 | 37
O=C(c1ccc(F)cc1)C(CN1CCOCC1)c1ccccc1 (configuration not stated) | 0.2 | 8 | 372* | -90 | 103 | / | 3 | -4 | 33 | -26 | 26
Cc1ccc(S(=O)(=O)N(C)CC(=O)Nc2nnc(CC(C)C)s2)cc1 | 0.1 | -10 | 5 | -2 | 105 | -1 | -12 | -6 | 46 | -38 | /

More results
SMILES	CDK5 p35 inh	PKA-R2B activ	SUMO Mot1 rescue	MITF act	Pemphigus Ab inh	NSD2 HMT inh	dFosB act	PKA-R1A act	Arrestin-AP2 inh	SR-BI HDL uptake	SR-BI uptake up
CCC(C)NC(=O)CCn1c(-c2ccccc2)cc(C(C)=O)c1C (configuration not stated)	0.5	4	1	-13	/	-2	-2	-5	16	-16	16
COc1ccc(CCCc2nnc(SCC(=O)Nc3cccc(C)c3)o2)cc1	2.4	0	4	-2	95	2	-6	-7	-7	-18	18
Cn1cc(P(=O)(N2CCOCC2)N2CCOCC2)cc1P(=S)(N1CCOCC1)N1CCOCC1	2.7	-9	-2	-7	96	-9	-4	-22	-33	-14	14
CCCc1cc(=O)[nH]c(SCCOC(=O)c2ccccc2)n1	-0.5	-6	516	/	/	-1	-5	-10	23	-3	3
Nc1c(C(=O)Nc2cccc(F)c2)nnn1-c1ccc2c(c1)OCCO2	-1.5	3	20	66	87	-1	8	1	-28	12	-12
Cc1ccc(C2=CN(Cc3ccccc3)CCC2=O)cc1	1.4	4	-15	16	104	/	3	5	24	4	-4
CN(Cc1ccon1)Cc1cn(C)nc1-c1cccc(Cl)c1	-3.1	-14	-11	-2	104	0	-6	-7	3	5	-5
Fc1ccc(CNc2ncnc3c2cnn3-c2ccccc2)cc1	-2.7	-12	3	32	104	/	0	4	-2	-9	9
CCOc1cc(C(=O)NC2CC(C)(C)NC(C)(C)C2)cc(OCC)c1OCC	1.3	5	4	2	115	1	-1	-2	10	-7	7
CCCCCC(=O)Nc1ccc2oc(-c3cccnc3)nc2c1	1.3	-7	-10	/	108	-4	1	-12	9	-4	4
C=CCN(C(=O)c1ccccn1)C(C(=O)NCc1ccccc1)c1ccccc1F (configuration not stated)	-5.1	-7	-20	/	98	-2	-3	-11	22	1	-1
CCc1ccc(N(C2C=CS(=O)(=O)C2)S(=O)(=O)c2ccccc2)cc1 (configuration not stated)	0.8	-12	-19	-17	127	-2	-4	4	-3	2	-2
O=C(NNC(=O)c1ccc(Cl)cc1Cl)Nc1ccccc1	1.8	6	-2	4	100	1	-3	-3	4	-53	53
CCOC(=O)[C@H]1[C@H]2COc3ccc(C)cc3[C@@H]2N2C(=O)CN(CC3CCCO3)C(=O)[C@@]12C (some centres not stated)	-0.2	14	38	6	103	/	-12	-6	2	-5	-11
Cn1nc([N+](=O)[O-])nc1Sc1ccc(Cl)cc1	0.2	-6	6	-10	107	12	2	4	-1	17	-17
CCC1CCCCN1CCCNC(=O)c1ccc(CS(=O)(=O)Cc2ccccc2F)o1 (configuration not stated)	3.5	5	/	-4	112	3	8	-6	30	-17	17
Cc1ccc(Cn2ccc(=O)c(OCc3c(Cl)cccc3Cl)c2C)cc1	0.4	-5	181	12	107	0	-5	0	-5	12	-12
COc1ccc(-c2cc3c(=O)n(CC(=O)NCc4ccccc4OC)ncn3n2)cc1	-3.5	-3	2	2	98	/	2	-4	5	2	-2
